# HP1b binding inh – blocks HP1-beta chromodomain binding to methylated histone tails | P83916 | AlphaScreen HP1-beta / biotin-H3K9me3 peptide binding | Potency, µM (titrated, usually from 114 µM), inactives show at the top dose activity change, negative = inhibition, usual class: inhibitors | 0.56% of 390,000 active | AID 540317; further: potency means the concentration at half of the fitted maximal effect; nearly all actives have a fitted effect of over 70% in size; inactives centre near 23
# Target sequence (P83916 whole entry, looked up): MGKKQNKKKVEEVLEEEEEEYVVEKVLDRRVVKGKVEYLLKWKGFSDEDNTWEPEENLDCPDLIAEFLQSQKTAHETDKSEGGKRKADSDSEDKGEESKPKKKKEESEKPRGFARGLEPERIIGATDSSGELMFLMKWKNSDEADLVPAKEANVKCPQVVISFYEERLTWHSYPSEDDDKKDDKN
#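 Compound inhibition of the preformed complex between 50 nM HP1-beta and 50 nM biotinylated H3K9me3 peptide was read by AlphaScreen. Buffer was PBS pH 7.4 with 0.01% Tween-20. Incubations ran 30 min at room temperature, with 10 ug/mL donor/acceptor beads.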
# GLS inh – glutaminase GLS (human) inhibition; Potency, µM (titrated, usually from 45.5 µM), for inactives: at the highest dose activity change, negative = inhibition, hits mostly inhibitors; GLS enzymatic activity, qHTS titration; AID 624170; 0.21% of 410,000 active; O94925; further: potency means the concentration at half of the fitted maximal effect; on the % scale 0 is the no-effect control and ±100 the full control effect
# Target sequence (O94925 whole entry, looked up): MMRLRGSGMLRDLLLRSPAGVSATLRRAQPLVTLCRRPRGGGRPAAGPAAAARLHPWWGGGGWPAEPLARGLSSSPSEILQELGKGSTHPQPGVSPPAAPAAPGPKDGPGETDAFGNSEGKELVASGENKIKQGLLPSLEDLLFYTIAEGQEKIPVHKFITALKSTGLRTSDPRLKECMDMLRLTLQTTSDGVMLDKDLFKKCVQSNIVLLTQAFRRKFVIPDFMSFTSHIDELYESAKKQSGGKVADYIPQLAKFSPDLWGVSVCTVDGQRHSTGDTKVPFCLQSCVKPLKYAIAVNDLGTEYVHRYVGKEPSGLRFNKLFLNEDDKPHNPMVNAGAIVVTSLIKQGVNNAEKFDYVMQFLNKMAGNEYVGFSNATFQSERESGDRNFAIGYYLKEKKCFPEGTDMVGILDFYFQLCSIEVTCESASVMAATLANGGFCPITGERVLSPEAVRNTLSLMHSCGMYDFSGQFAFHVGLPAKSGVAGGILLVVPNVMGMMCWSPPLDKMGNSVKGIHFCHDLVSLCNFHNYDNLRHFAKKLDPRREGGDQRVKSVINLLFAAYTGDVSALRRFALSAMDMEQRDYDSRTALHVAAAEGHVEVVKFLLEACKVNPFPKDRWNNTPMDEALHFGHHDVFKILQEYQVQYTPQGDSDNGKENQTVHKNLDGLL
#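 Coupled fluorescence readout: glutamate oxidase/HRP/Amplex Red detect glutamate formed by hKGA from L-glutamine (1 mM solution added). Buffer 45 mM KH2PO4 pH 8.2, 0.02% Tween-20; reads at t0 and 30 min RT.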
# JMJD2A Tudor inh – blocks the human JMJD2A Tudor domain. Potency, µM (top dose mostly 114 µM), without a hit: top-dose activity change, negative = inhibition, hits mostly inhibitors. AlphaScreen JMJD2A-Tudor / H3K4me3 peptide binding. AID 504339. 4.4% of 390,000 active. O75164; further: potency means the concentration at half of the fitted maximal effect; on the % scale 0 is the no-effect control and ±100 the full control effect; nearly all actives have a fitted effect of over 50% in size
# Pin1 inhibitor – blocks the human prolyl isomerase Pin1. Pin1 FP peptide displacement, HiFluor488, 10 min. Potency, µM (titrated, usually from 115 µM), for inactives: top-dose activity, negative = inhibition, usual class: inhibitors. 0.009% of 390,000 active. Q13526. AID 504891; active means well fitted inhibition curve with a large enough effect in the polarisation, with a control signal flat, not every such curve was filed as active; inconclusive means small, poorly fitted or top-dose-only effect, or effect the other way, or a change in a side signal; inactive means no such curve, though single readings can be large or run the other way; the % refers to the polarisation; further: potency means the concentration at half of the fitted maximal effect; on the % scale 0 is the no-effect control and ±100 the full control effect
# Target sequence (Q13526 whole entry, looked up): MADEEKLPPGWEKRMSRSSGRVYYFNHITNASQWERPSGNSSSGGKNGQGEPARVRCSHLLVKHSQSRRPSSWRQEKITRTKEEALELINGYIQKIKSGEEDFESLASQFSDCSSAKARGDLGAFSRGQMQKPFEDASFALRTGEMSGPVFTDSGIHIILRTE
# PI4K2A block – inhibitors of human PI4K2A; Q9BTU6; 0.13% of 420,000 active; activity change, negative = inhibition, % at 76.9 µM; purified PI4K2A, ADP-Glo luminescence, 1 h; stronger effect = lower value; in the data active means activity change below about -50%; inconclusive means mostly about -30% to -49%;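 further: -100% = wells without enzyme as full effect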
#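 ADP-Glo luminescence measured ADP generated by PI4K2A enzyme (4 ug/mL before mixing) with 1.2 mM PI substrate (pre-mix) and 300 microM ATP (pre-mix). Tris pH7.5 buffer with MgCl2, Triton X-100; 1 h reaction at ambient temperature.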
# Tb PGK inh – inhibitors of T. brucei phosphoglycerate kinase. P07378. PGK/GAPDH coupled, Kinase-Glo luminescence, 60 min. Potency, µM (top dose mostly 57.5 µM), for inactives: at the highest dose activity change, negative = inhibition, actives largely listed as inhibitors. 0.043% of 380,000 active. AID 602233; further: potency means the concentration at half of the fitted maximal effect; on the % scale 0 is the no-effect control and ±100 the full control effect; nearly all actives have a fitted effect of over 60% in size
#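 Luminescent ATP detection (Kinase-Glo Plus) follows a 60-minute room-temperature incubation, with wells lacking PGK as controls. Buffer: 100 mM TEA (pH 7.6), 5 mM MgCl2, 0.01% Tween-20. Coupling enzyme GAPDH (100 nM final) supplies unstable 1,3-BPG in-well.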
# BAZ2B inh – blocks human BAZ2B; Q9UIF8; AlphaScreen BAZ2B-H3K14Ac peptide displacement; Potency, µM (titrated, usually from 114 µM), without a hit: at the top dose activity change, negative = inhibition, most hits filed as inhibitors; 4.4% of 360,000 active; AID 504333; further: potency means the concentration at half of the fitted maximal effect; on the % scale 0 is the no-effect control and ±100 the full control effect; nearly all actives have a fitted effect of over 60% in size
#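 BAZ2B (50 nM) with biotin-H3(5-23)K14Ac peptide (50 nM) in PBS pH 7.4, 0.01% Tween-20, preformed 30 min, then compound 30 min at room temperature; top concentration 110uM. AlphaScreen streptavidin donor/nickel chelate acceptor beads (10 ug/mL final), 20 min dark, signal read.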
# POLH inh – DNA polymerase eta (human) inhibition; Q9Y253; recombinant Pol eta, fluorescent DNA replication assay; Potency, µM (highest dose often 114 µM), for inactives: at the top dose activity change, negative = inhibition, actives largely listed as inhibitors; 1.2% of 390,000 active; AID 588591; further: potency means the concentration at half of the fitted maximal effect; on the % scale 0 is the no-effect control and ±100 the full control effect
#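 Pol eta (10 nM) was preincubated with compounds for 15 min at room temperature, after which fluorescent replication substrate (50 nM final) was added to start the reaction. Fluorescence was read kinetically at 0 and 10 min.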
# G9a inh – G9a (human) methyltransferase inhibition | Q96KQ7 | G9a H3K9 monomethylation, AlphaScreen, 2 h | Potency, µM (doses to about 102 µM), for the others: top-dose activity, negative = inhibition, usual class: inhibitors | 8.8% of 350,000 active; further: potency means the concentration at half of the fitted maximal effect; on the % scale 0 is the no-effect control and ±100 the full control effect; nearly all actives have a fitted effect of over 75% in size
#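 Using a bead-based AlphaScreen, monomethylated H3K9 product from 2 h room-temperature reactions (G9a 20 nM, peptide 500 nM, SAM 20 uM) was detected with 0.5 ug/mL rabbit anti-H3K9me1 antibody.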
# * hit, by the source's call; i = inactive; ? = inconclusive; / = no result given; & = joins results of further samples; [ ] = another dose, or the depositor's remark. Unless noted, the call rests on the fitted dose curve; in most records, active means well fitted curve in the direction sought with a large enough effect; inconclusive means small, poorly fitted or top-dose-only effect, or another doubt; inactive means no such curve, though single readings can be large; an effect the other way counts as inactive or inconclusive.
SMILES,HP1b binding inh,GLS inh,JMJD2A Tudor inh,Pin1 inhibitor,PI4K2A block,Tb PGK inh,BAZ2B inh,POLH inh,G9a inh
COc1ccccc1OCC(=O)NCC(c1cccs1)N1CCOCC1 (centres undefined),1.7%,0.3%,-10.3%,2.8%,-4.2,-4.5%,-3.3%,-0.3%,24.6%
CN1C(=O)/C(=C\c2ccco2)N=C1c1ccc(Cl)cc1Cl,?,11.0%,-31.1%,6.0%,1.7,1.0%,?,6.8%,/
CC(=O)c1cn(CC(=O)Nc2ccccc2)c2ccccc12,17.0%,4.0%,-6.4%,5.6%,2.0,-2.6%,-4.0%,-12.2%,-19.2%[12.7 µM]
CC(=O)NCCNC(=O)c1ccc(Cn2c(=O)[nH]c3ccsc3c2=O)cc1,22.3%,6.4%,-0.7%,-5.9%,2.8,-3.8%,4.1%,-23.6%,51.2%[activator]
CCc1nc2ccccc2n1CCC(=O)O,11.6%,-2.6%,-23.3%,2.3%,2.2,-4.7%,2.7%,0.0%,?
CCCN1CCc2c(sc(NC(=O)Cc3ccc(F)cc3)c2C(N)=O)C1,32.2%,12.3%,-15.0%,-1.9%,-7.9,-0.3%,-10.2%,2.7%,?
COc1cc(/C=C/c2ccccc2)cc(OC)c1,197.3%[activator],-16.3%,192.4%[activator],-1.1%,-5.8,3.6%,/,-25.6%,/
Cc1ccc(C(=O)c2sc(Nc3ccc(F)cc3)c(C#N)c2N)cc1,31.3%,1.3%,-30.6%,3.1%,-2.1,/,-19.0%,/,?
Cc1cc(N)nc(SCC(=O)N2C(C)CCCC2C)n1 (centres undefined),19.1%,4.2%,-15.9%,2.5%,8.5,-3.2%,-13.6%,-17.2%,?
COc1ccccc1-c1coc2c(CN3CCCCC3C)c(O)ccc2c1=O (centres undefined),51.9%[activator],6.9%,-0.3%,2.2%,7.8,1.1%,-34.6%,-15.5%,?
COc1ccccc1Sc1ccccc1/C=N/NC(N)=O,43.4%[activator],-5.3%,-0.7%,-5.7%,-2.2,-5.8%,-1.7%,-5.2%,50.1µM*
COc1ccccc1Nc1nc(NCCC(C)C)nc(N)c1[N+](=O)[O-],-0.7%,2.3%,?,4.7%,-0.7,0.4%,-20.1%,-9.2%,10.6%
COCC1CCN(C(=O)c2cc(COc3cccc4cnccc34)on2)CC1,33.2%,-5.4%,-21.1%,-1.0%,19.5,-5.4%,-6.2%,-14.3%,?
Cc1cc(C)nc(SCc2ccc(C(=O)N/N=C/c3cccc(O)c3O)cc2)n1,9.6%,-20.4%,-25.3%,-2.3%,1.8,2.0%,-25.1%,-22.1%,?
Cc1cc(C)c(S(=O)(=O)c2ccccc2C(C)C)c(=O)[nH]1,17.5%,-11.0%,-1.7%,2.1%,-1.3,3.7%,-1.5%,-16.5%,12.5%
CSc1ccccc1NC(=O)CN(C)CC(=O)Nc1cc(C)ccc1C,37.7%,11.5%,-14.7%,0.5%,0.5,2.1%,11.5%,-6.7%,12.4%[59 µM]
Cc1[nH]c(=O)[nH]c(=O)c1S(=O)(=O)N1CCN(c2cccc(Cl)c2)CC1,13.2%&-13.4%,20.9%&-0.4%,8.7%[57.1 µM],-4.4%&-0.2%,0.5&4.6,2.8%&0.5%,8.4%&6.0%,-9.3%&-9.7%,10.2%
COc1ccc(S(=O)(=O)N2CCCC(C(=O)N3CCOCC3)C2)cc1C (centres undefined),12.6%,1.8%,-6.9%,-2.8%,-6.3,-9.7%,-6.4%,?,-9.8%[59 µM]
Cc1ccsc1C(=O)OCC(=O)c1ccc[nH]1,33.2%,-9.3%,-12.8%,-8.3%,-6.1,-11.1%,-3.6%,-18.5%,9.6%[59 µM]
O=C(N/C(=C/c1ccco1)C(=O)N1CCCCC1)c1cccs1,13.1%,19.4%,-7.9%,-1.1%,2.0,-5.3%,3.5%,-13.7%,?
O=C(Nc1cccc(-c2nc3ncccc3o2)c1)c1cc2ccccc2o1,61.8%[activator],2.9%,-19.2%,24.5%,-1.7,10.5%,-16.7%,-1.5%,-8.7%[59 µM]
COc1ccc(NC(=O)CN(C)C(=O)c2sc3ccccc3c2Cl)cc1,28.8%,2.0%,-6.2%,1.1%,4.4,1.1%,-7.0%,-4.1%,6.8%[0.501 µM]
CCc1ccccc1N(c1nc(-c2ccc(OC)c(OC)c2)no1)c1nc(-c2ccc(OC)c(OC)c2)no1,21.5%,1.8%,-11.6%,-6.8%,0.1,4.7%,-11.2%,-12.3%,-2.6%[59 µM]
O=C(O)c1ccc(CNC(=O)c2ccc3c(c2)C(=O)N(Cc2cccnc2)C3=O)cc1,24.1%,0.0%,2.5%,5.0%,-2.2,-2.7%,10.8%,-4.1%,-41.7%
COc1ccc(Cl)cc1N1C(=O)C2CCCN2C1c1ccc(F)cc1 (centres undefined),31.5%,-7.9%,-4.3%,-1.9%,6.6,-4.7%,-3.5%,-7.2%,?
Oc1cccc(-c2nc3ncccn3c2Nc2cccc(C(F)(F)F)c2)c1,21.5%,-9.4%,-8.5%,-2.9%,1.6,-17.5%,3.5%,-25.1%,8.2%[59 µM]
CCOC(=O)C1=C(Nc2ccc(C)cc2)CC(C)(O)C(C(=O)OCC)C1c1ccccc1 (centres undefined),30.5%,2.6%,7.6%,5.3%,0.6,-9.0%,-18.4%,-11.7%,14.4%[12.7 µM]
O=c1c(-c2cccc([N+](=O)[O-])c2)[n+]([O-])c2ccccc2n1O,-0.6%,-1.0%,56.2µM*,2.3%,1.0,-6.8%,?,5.0%,?
Cc1cc(C)c(C)c(OCC(=O)O/N=C(\N)c2ccccn2)c1,49.6%[activator],-6.5%,-1.0%,4.3%,32.0,-4.0%,12.0%,-22.2%,?
COC(=O)CSc1nnc(-c2ccc(NS(=O)(=O)c3ccccc3)cc2)o1,30.0%,9.4%,-6.6%,-4.4%,1.8,-7.1%,-2.7%,-11.5%,8.2%
C=CCO/N=C/C1C(=O)CC(C)(C)CC1=O,0.8%,0.0%,10µM*,-0.8%,-5.3,-3.6%,?,-20.5%,35.5µM*
CCOC(=O)C1(C)C=C(Nc2ccc(C)cc2)C(=O)N1c1ccccc1 (centres undefined),44.5%[activator],0.0%,3.5%,7.1%,0.4,-5.1%,-0.5%,?,1.8%[59 µM]
O=C(O)c1cc(C(=O)O)c(-c2ccccc2)c(C(=O)O)c1,?,-7.6%,-17.5%,-8.9%,4.7,i,6.6%,-4.1%,-7.6%[59 µM]
CCN(CC)CCCNC(=O)Cn1cc2c(n1)CCC(C)C2 (centres undefined),26.5%,2.5%,-4.9%,-4.8%,-2.3,-1.1%,-2.1%,-16.7%,-10.0%
CC(=O)Nc1ccccc1-c1nc2ccccc2n(CC(=O)Nc2cccc(C(F)(F)F)c2)c1=O,36.2%,-6.6%,-12.9%,3.0%,-4.3,i,4.3%,-4.5%,-4.4%[59 µM]
CCOC(=O)Cc1csc(NC(=O)c2cnc3scc(C)n3c2=O)n1,-0.1%,1.1%,-19.7%,3.7%,-9.0,-3.7%,/,-3.9%,/
COc1ccc(-c2cc(C(F)(F)F)n3nc(C(=O)NCc4ccco4)c(Cl)c3n2)cc1,6.7%,-6.3%,1.5%,4.5%,-3.3,i,6.2%,-6.7%,34.7%[12.7 µM]
CCOC(=O)C1C(C#N)=C(N)OC(C)=C1c1ccncc1 (centres undefined),34.6%,4.2%,-20.1%,1.0%,-2.4,1.7%,6.0%,-9.4%,?
O=C(CCNC(=O)Cn1ccc2ccccc2c1=O)NCCN1CCc2ccccc2C1,44.9%[activator],-3.9%,?,-14.3%,-1.5,-7.7%,-6.0%,1.3%,?
N/C(=N\OC(=O)COc1ccccc1)c1ccncc1,31.3%[activator],1.9%,-1.7%,2.9%,0.6,-0.1%,-2.9%,-3.8%,24.9%
Cc1ccc(NS(=O)(=O)c2cccc(C(=O)Nc3c(C)n(C)n(-c4ccccc4)c3=O)c2)cc1,54.7%[activator],4.9%,-21.6%,-2.5%,0.7,1.1%,-14.1%,-14.6%,-23.0%
Cc1c(S(=O)(=O)c2ccccn2)c(N)n(Cc2ccccc2)c1C,4.7%,-5.8%,?,?,-20.5,-1.6%,-35.2%,-2.0%,14.1µM*
COCCCNC(=O)CCNS(=O)(=O)c1ccc(C)cc1,46.7%[activator],-3.4%,-5.8%,0.6%,0.4,i,-4.4%,-3.8%,16.1%
CC(NC(=S)Nc1ccccc1)C1COc2ccccc2O1 (centres undefined),28.6%,-6.3%,1.7%,-0.6%,4.2,i,3.1%,-27.7%,-13.5%
COC(=O)c1ccc(/C=C(\C#N)c2nc3ccccc3s2)cc1,6.1%,-6.6%,-9.2%,?,8.9,-0.1%,-25.1%,-7.7%,6.4%

# In the list so far, these contain a nitro group on carbon.
SMILES,HP1b binding inh,GLS inh,JMJD2A Tudor inh,Pin1 inhibitor,PI4K2A block,Tb PGK inh,BAZ2B inh,POLH inh,G9a inh
COc1ccccc1Nc1nc(NCCC(C)C)nc(N)c1[N+](=O)[O-],-0.7%,2.3%,?,4.7%,-0.7,0.4%,-20.1%,-9.2%,10.6%
O=c1c(-c2cccc([N+](=O)[O-])c2)[n+]([O-])c2ccccc2n1O,-0.6%,-1.0%,56.2µM*,2.3%,1.0,-6.8%,?,5.0%,?

# An excerpt. The share of hits here may be higher or lower than overall.
